NadD block = inhibitors of Staphylococcus aureus NadD; purified NadD enzyme, colorimetric absorbance read-out; inhibition, % at 20 µM; hit rate 0.78% among 360,000; in the data active = inhibition above about 26%; note: some compounds past the cut are filed as inactive
MT1-MMP act inh = MT1-MMP (human) activation inhibition | HT1080 RFP-PRO-GFP cells, GFP/RFP ratio fluorescence, overnight; percent of plate control window, DMSO zero | GFP/RFP ratio change, % at 20 µM | hit rate 0.061% among 360,000 | P50281;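 active = GFP/RFP ratio change of at least 30% with cell ATP level not reduced by more than half and red fluorescence within 50% of control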; note: strong numbers were not always called active
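system = RFP-PRO-GFP reporter HT1080 cells | dosing = 20 µM single dose, 1% DMSO | timing = overnight cell settling, then overnight compound exposure, 37 °C, 5% CO2 | read-out basis = GFP/RFP fluorescence ratio | controls = DMSO and RFP-L50D-GFP cell wells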
CSN deneddyl inh = CSN deneddylation inhibition | Purified CSN, SCF-Nedd8-OG deneddylation, fluorescence polarization | hit rate 0.38% among 360,000 | Q92905 | inhibition, % at 12.5 µM;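 active = pattern-corrected inhibition above about 35%, with an unprinted fluorescence ratio check between 0.5 and 1.5, limit read from the data, passing the limit was not always enough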;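 note: 0% = enzyme with substrate and 100% = substrate without enzyme; some results filed as inactive read as strong as hits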
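assay system = purified human Csn5 enzyme expressed in HEK293T cells | amount = 0.24 nM enzyme | buffer or medium = Tris/NaCl/DTT buffer, pH 7.5 | reagent = 10 nM SCFSkp2-Nedd8OG | compound = one concentration, 12.5 µM, 0.25% DMSO | times = 90 min reaction at room temperature | signal = FP | read-out basis = % inhibition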
SKN-1 inh = C. elegans SKN-1 inhibition. AID 624304. C. elegans VP596 Pgst-4::GFP/RFP ratio, acrylamide-induced, 24 h. hit rate 0.49% among 360,000. inhibition, % at 21.8 µM;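 active = interference check ratio from 0.5 to 1.5 plus GFP to RFP signal ratio inhibition reaching or exceeding a fixed threshold, cut at about 30% in these data, passing the limit was not always enough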; note: some compounds called inactive have numbers as strong as hits
FAS-TE inh = inhibitors of human fatty acid synthase thioesterase domain; recombinant FAS-TE, OMFH fluorogenic substrate, fluorescence endpoint; inhibition, % at 15 µM; hit rate 0.67% among 360,000;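 active = compounds whose normalised, plate-corrected inhibition of enzyme fluorescence in the single-dose primary screen is 50% or more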;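 note: 0% = DMSO with enzyme and 100% = substrate without enzyme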
Neddyl block = blocks human cullin neddylation | TR-FRET cullin neddylation, biochemical | calls only at 25 µM | hit rate 0.58% among 360,000 | AID 651699; in the data active = inhibition above about 36%
Rin1 Abl inh = human Rin1-Abl interaction inhibition. TR-FRET Rin1/Abl binding, biochemical. inhibition, % at 7.35 µM. hit rate 0.4% among 360,000. AID 588664; in the data active = inhibition above about 5%, passing the limit was not always enough
MLLE-PAM2 inh = blocks PAM2 peptide binding to the PABP1 MLLE domain | P11940 | GST-MLLE / FITC-PAM2 fluorescence polarization | inhibition, % at 20 µM | hit rate 0.36% among 360,000; in the data active = inhibition above about 35%, passing the limit was not always enough;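 note: plate controls were DMSO wells with GST-MLLE for no effect and wells lacking GST-MLLE protein for full effect; some results filed as inactive read as strong as hits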
Target sequence (P11940 whole entry, looked up, the tested form may be a part): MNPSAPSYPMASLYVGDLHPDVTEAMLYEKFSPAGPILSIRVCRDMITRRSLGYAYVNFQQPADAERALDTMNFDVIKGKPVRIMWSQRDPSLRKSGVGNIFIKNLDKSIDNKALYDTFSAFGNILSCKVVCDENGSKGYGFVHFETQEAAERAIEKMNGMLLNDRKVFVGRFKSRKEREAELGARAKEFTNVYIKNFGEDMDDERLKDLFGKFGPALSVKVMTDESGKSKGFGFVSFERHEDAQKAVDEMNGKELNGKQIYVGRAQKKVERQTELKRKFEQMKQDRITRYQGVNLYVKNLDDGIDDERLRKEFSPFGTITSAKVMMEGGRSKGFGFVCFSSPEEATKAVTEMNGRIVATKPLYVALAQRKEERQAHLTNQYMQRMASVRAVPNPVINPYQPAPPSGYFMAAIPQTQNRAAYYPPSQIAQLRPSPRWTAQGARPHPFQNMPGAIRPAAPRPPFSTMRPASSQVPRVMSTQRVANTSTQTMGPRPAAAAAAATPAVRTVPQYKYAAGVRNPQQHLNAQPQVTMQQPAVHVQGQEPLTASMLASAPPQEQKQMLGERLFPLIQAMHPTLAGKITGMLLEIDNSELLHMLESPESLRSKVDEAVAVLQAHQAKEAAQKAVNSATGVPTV
Rpn11 inh = inhibitors of human proteasome Rpn11; human 26S proteasome, Ub4-pepOG fluorescence polarization; 20S core pre-blocked with epoxomicin; calls only at 20 µM; hit rate 0.59% among 360,000; AID 588493;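 active = inhibition at 20 µM, scaled to each plate's controls, above about 33%, limit read from the data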
Target sequence (O00487 whole entry, looked up): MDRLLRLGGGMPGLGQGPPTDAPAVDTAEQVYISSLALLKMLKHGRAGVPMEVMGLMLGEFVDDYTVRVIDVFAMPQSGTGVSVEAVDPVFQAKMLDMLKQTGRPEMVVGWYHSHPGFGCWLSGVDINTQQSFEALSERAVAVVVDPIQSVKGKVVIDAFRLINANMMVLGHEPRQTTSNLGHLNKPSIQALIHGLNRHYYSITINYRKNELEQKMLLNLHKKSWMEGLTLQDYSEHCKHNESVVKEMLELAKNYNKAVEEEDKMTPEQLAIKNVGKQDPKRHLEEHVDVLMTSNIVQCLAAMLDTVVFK
* hit, by the source's call; i = inactive; . = not tested or not shown; + = active, no number.

Results follow in this order: CSN deneddyl inh, Rin1 Abl inh, MT1-MMP act inh, Rpn11 inh, MLLE-PAM2 inh, Neddyl block, FAS-TE inh, NadD block, SKN-1 inh
> Cc1onc(-c2ccc(Cl)cc2)c1-c1ccnc(SCC(=O)Nc2cc(Cl)cc(Cl)c2)n1
 : 3, -2, -1, i, 1, i, 33, 9, 4
> CCC(OCC(O)CN1CCN(CCN2C(=O)c3cccc4cccc(c34)C2=O)CC1)c1ccccc1 (stereo not given)
 : -9, -8, 3, i, 22, i, 1, -12, -9
> CN(Cc1ccccc1)C(=O)CN(c1ccc(F)cc1)S(=O)(=O)c1ccc2c(c1)OCCO2
 : -3, 0, -3, i, -8, i, 14, -9, 10
> COc1ccc(OC)c(CCNC(=O)CC2Oc3ccccc3NC2=O)c1 (stereo not given)
 : -5, 1, -7, i, 10, i, -4, -3, -6
> Cc1cc(C)n2c(Nc3c(C)cccc3C)c(CC(C)C)nc2n1
 : -2, ., -5, ., ., i, 2, 4, 18
> CN(Cc1ccc(Cl)c(Cl)c1)C(=O)C1=CC=CN2CCS(=O)(=O)N=C12
 : 4, 3, -2, i, -103, i, -8, 6, -6
> N#Cc1ccc(NC(=O)c2cc(S(=O)(=O)N3CCOCC3)ccc2N2CCCC2)cc1
 : -4, -1, -6, i, 7, i, 6, 5, 20
> CCOC(=O)Cc1csc(SCc2nc3ccccc3c(=O)[nH]2)n1
 : -2, 3, 4, i, 33, i, -7, 4, 28
> COC(=O)c1ccc(Cl)c(NC(=O)CN(c2ccccc2)S(=O)(=O)c2ccc(OC)cc2)c1
 : 1, -2, -6, i, -9, i, 47, -9, 0
> COC(=O)c1nnn(CC(=O)NC(=O)Nc2c(C)cccc2C)c1C(=O)OC
 : -2, -4, 0, i, -2, i, -12, 2, 3
> CC(C)CN(C(=O)COC(=O)c1ccc([N+](=O)[O-])o1)C1CCS(=O)(=O)C1 (stereo not given)
 : -10, -2, -5, i, -4, i, -6, 0, -11
> CNC(=O)NC(=O)C(C)OC(=O)c1c(C)noc1C (stereo not given)
 : -1, 0, -1, i, 0, i, -5, -15, 1
> CCN(CC(=O)N1CCOCC1)S(=O)(=O)c1ccccc1
 : 5, 1, 0, i, 9, i, -4, 8, 3
> O=C(NCCc1ccc(Cl)cc1)C1CCN(S(=O)(=O)c2ccc(-n3cnnn3)cc2)CC1
 : 2, 0, -3, i, -5, i, 22, -3, 6
> CC1CCCC(NC(=O)COC(=O)c2cccc(NS(=O)(=O)/C=C/c3ccccc3)c2)C1C (stereo not given)
 : 1, -3, 3, i, 0, i, 9, 3, -6
> COCCCNC(=O)c1ccc2c(c1)nc(C)n2-c1cccc(C)c1
 : 0, 0, 1, i, 3, i, -7, -2, 1
> Cc1c(Cl)ccc2sc(NC(=O)C3CC3)nc12
 : -6, -2, 2, i, -3, i, 4, -13, 21
> Cc1cc(C)c(N=C2CCCN2Cc2ccccc2)c(C#N)c1
 : 8, 3, -1, i, -4, i, 13, -6, -14
> C/C(=N\NC(=O)CN1CCN(Cc2ccccc2)CC1)c1ccncc1
 : 3, -3, 1, i, -1, i, -2, -5, -6
> Cc1cc(=O)[nH]c(SCC(=O)Nc2nc3ccccc3s2)n1
 : 0, -2, -1, i, 17, i, -9, -1, -3
> COc1cc2c(cc1NC(=O)CN1CCN(S(=O)(=O)c3ccccc3F)CC1)oc1ccccc12
 : -1, -2, 0, i, -15, i, 0, 24, -2
> C[C@@H]1C[C@H]2[C@@H]3CCC4=CC(=O)C=C[C@]4(C)[C@@]3(F)[C@@H](O)C[C@]2(C)[C@@]1(O)C(=O)COP(=O)(O)O
 : -1, -1, 1, i, 8, i, -4, 10, -3
> Cc1sc2nc(CSCC(=O)Nc3ccc(OC(F)F)cc3)[nH]c(=O)c2c1C
 : 3, 4, -2, i, -17, i, -4, -13, 5
> O=C(Nc1cccc(S(=O)(=O)C(F)F)c1)c1ccc(S(=O)(=O)N2CCOCC2)cc1
 : -3, -2, -1, i, 6, i, 10, -6, -8
> CC1CCCCC1NC(=O)CSc1nc2ccccc2[nH]1 (stereo not given)
 : 6, 4, -1, i, 18, i, 0, -5, 2
> CCCN1CCN(CCCNC(=O)c2cc3c(=O)n(C)c4ccccc4c3n2C)CC1
 : -2, -2, 7, i, 1, i, -3, -3, 17
> O=C(CN1CCN(Cc2ccccc2)CC1)Nc1ccc(S(=O)(=O)N2CCOCC2)cc1
 : -7, -2, 1, i, 0, i, -8, -3, -4
> Cc1ccccc1-c1nnc(SCc2ccccc2)o1
 : -3, 2, 8, i, 4, i, 23, 1, 8
> COc1ccc(/C=C/C(=O)OCC(=O)N(C)c2c(N)n(Cc3ccccc3)c(=O)[nH]c2=O)cc1OC
 : 6, 2, 2, i, -4, i, -7, 0, 16
> Cc1ccc(OCC(=O)N2CCN(S(=O)(=O)c3ccccc3)CC2)c([N+](=O)[O-])n1
 : -1, 0, 5, i, -8, i, -7, -2, 7
> CC(=O)OCC1OC(n2ccc(=O)[nH]c2=O)C(O)C1O (stereo not given)
 : -4, 1, 4, i, -1, i, -4, 3, -19
> CC(C)NC(=O)Cn1c(SCC(=O)N2CCc3ccccc3C2)nc2ccccc21
 : 0, -1, -4, i, -6, i, -6, -1, 9
> O=C(CCC1CCCN(C(=O)Cc2ccc(F)cc2)C1)N1CCN(c2ccccn2)CC1 (stereo not given)
 : -7, 2, 2, i, -2, i, -2, 2, 9
> CCOC(=O)C1=CCN(S(=O)(=O)c2cccc(Cl)c2)C1c1ccccc1 (stereo not given)
 : 4, 2, -1, i, -1, i, 35, -6, 9
> O=C(COC(=O)C1CC2CCCC(C1)C2=O)NC(=O)c1ccccc1 (stereo not given)
 : 1, 0, -1, i, -3, i, -10, -8, 7
> CN(Cc1nccn1C)C(=O)c1cc(COc2ccc3ncccc3c2)on1
 : 0, -1, 1, i, 12, i, -2, -4, -16
> O=C(Nc1nnc(SCc2cccnc2)s1)C1CC(=O)N(c2ccc(F)cc2)C1 (stereo not given)
 : 1, -2, -4, i, -48, i, -1, 8, 14
> COc1cccc(N2CCN(C(=O)c3cccc(NC4=NC5CS(=O)(=O)CC5S4)c3)CC2)c1 (stereo not given)
 : -4, 1, 0, i, -101, i, -6, 1, 14
> Cc1ccccc1-c1oc(C)c(C)[n+]1[O-]
 : -3, -2, -1, i, -12, i, -5, -4, -7
> COc1cc(C)nc(OCCNS(=O)(=O)c2cc(C)ccc2C)n1
 : 0, -6, 5, i, -5, i, -2, -3, -8
> COc1cccc(C(=O)NCCN2CCC(n3c(=O)[nH]c4ccccc43)CC2)c1
 : -4, ., 7, ., ., i, -12, 2, 7
> CCCn1cc(S(=O)(=O)c2ccc(OC)cc2)c(=O)c2cc(OCC)ccc21
 : -4, -1, -29, i, 7, i, 11, 1, 17
> CC(C)c1ccc(NC(=O)c2ccc3c(c2)C(=O)N(Cc2cccnc2)C3=O)cc1
 : 2, -5, 2, i, 3, i, -30, 2, -12
> CCc1ccccc1NC(=O)c1cc2ncc(Br)cn2n1
 : -9, 1, 5, i, 2, i, -4, -4, 10
> C[C@]12CC[C@@H]3c4ccc(O)cc4CC[C@H]3[C@@H]1CC[C@@H]2O
 : -1, 0, 2, i, 11, i, -5, -5, -7
> CC1=C(C(=O)Nc2ccccc2C(=O)NC2CCCCC2C)SCCO1 (stereo not given)
 : -1, 0, ., i, 6, i, 9, 3, 3
> c1ccc(CNCc2ccc3c(c2)OCO3)nc1
 : -2, 2, 5, i, 0, i, -5, 8, 4
> Fc1ccccc1C1CC(c2ccco2)=Nc2ccccc2S1 (stereo not given)
 : 2, -3, -6, i, 32, i, 16, 2, 8
> Cn1c(SCC(=O)NCc2ccco2)nnc1-c1cccs1
 : -2, 3, -1, i, 9, i, -3, -2, 1
> Cc1ccc(NC(=S)NC(NC(=O)c2ccccc2C)C(Cl)(Cl)Cl)c(C)c1 (stereo not given)
 : -3, 4, -1, i, 9, i, 13, 4, 20
> C#CCOCCOCCOCCNc1nc(N2CCN(C(=O)Cn3cc(CCCN=C(N)N)nn3)CC2)nc(N2CCN(C(=O)[C@H](CCCCN)n3cc(CCC(=O)O)nn3)CC2)n1
 : 2, 1, -1, i, -2, i, -6, -1, 25
> Cn1c(=O)oc2cc(S(=O)(=O)N3CCC(C(=O)NCCc4ccccc4)CC3)ccc21
 : -3, -2, -1, i, 6, i, -5, -7, 1
> Cc1ccc(S(=O)(=O)N2Cc3ccccc3CC2C(=O)Nc2cc(C)on2)cc1 (stereo not given)
 : -1, 2, 1, i, 9, i, 8, -1, 3
> O=C(Nc1ccc2c(c1)OCCO2)C1CC(c2ccc(F)cc2)=NO1 (stereo not given)
 : -3, 0, 3, i, -6, i, 2, -6, -9
> O=C(COC(=O)c1cc(-c2ccc(F)cc2)nc2ccccc12)NCC1CCCO1 (stereo not given)
 : 2, 3, 7, i, 4, +, 29, 6, 6
> COc1ccc(-c2nn(-c3ccccc3)cc2/C=C/C(=O)N2CCN(c3ccccn3)CC2)cc1
 : 11, 0, 2, i, -3, i, 26, 21, -16
> CC[C@]12c3[nH]c4ccc(OC)cc4c3CCN1C(=O)C(CC(=O)NCc1ccc(OC)c(OC)c1)C[C@@H]2C(=O)N1CCN(C(=O)C2CC2)CC1 (stereo not given in full)
 : 0, 2, 4, i, 5, i, -3, 6, -8
> COc1ccc2[nH]cc(CCNC(=O)/C=C/[C@H]3O[C@@H](n4cc(C)c(=O)[nH]c4=O)C[C@@H]3O)c2c1
 : 3, 5, 5, i, 6, i, -7, -5, 3
> N#C/C(=C\c1cc2ccccc2nc1N1CCCCC1)C(N)=O
 : -3, -6, -10, i, -4, i, 11, -4, 15
> C[C@H](NC(=O)Nc1cccc(C(F)(F)F)c1)C(=O)O
 : -15, 2, 7, i, -3, i, -5, -8, 0

Next section.
Results follow in this order: CSN deneddyl inh, Rin1 Abl inh, MT1-MMP act inh, Rpn11 inh, MLLE-PAM2 inh, Neddyl block, FAS-TE inh, NadD block, SKN-1 inh
> CC(=O)c1cccc(NC(=O)CCn2c(=O)oc3ccccc32)c1
 : -2, 4, -1, i, -1, i, -1, -6, -8
> O=C(CN1C(=O)S/C(=C\C=C\c2ccccc2)C1=O)N1CCCCC1
 : 1, 3, 0, i, -1, i, 7, 8, 25
> Nc1nnnn1/N=C\c1ccc(Cl)c([N+](=O)[O-])c1
 : 1, 3, 1, i, -8, i, 8, -2, -31
> CC(=O)Oc1ccc(-c2ccc(C(=O)OCC(=O)c3c(N)n(C)c(=O)n(C)c3=O)cc2)cc1
 : -1, 1, 5, i, -5, ., 26, -12, 8
> Nc1nc(Nc2cccc(F)c2)nc(N2CCOCC2)c1[N+](=O)[O-]
 : 1, 0, -1, i, 0, i, 2, -2, 7
> O=C(c1ccc(S(=O)(=O)N2CCCC2)cc1)N1CCN(c2ccccc2)CC1
 : 2, 3, 2, i, 13, i, -1, 0, 9
> COc1ccc(/C=C(/NC(=O)/C=C/c2ccccc2)C(=O)O)cc1
 : 1, 0, -4, i, 6, i, -5, -5, -8
> CN1CCN(C(=O)CNC(=O)c2cccs2)CC1
 : 3, 0, 2, i, -2, i, -5, -3, 9
> C[C@H]1CN([C@@H](C)CO)S(=O)(=O)c2ccc(-c3ccc(C#N)cc3)cc2O[C@H]1CN(C)C(=O)CN(C)C
 : 4, 3, 1, i, 2, i, -11, -9, 2
> CCN(CC)S(=O)(=O)c1ccc(N2C(=O)CC2(/C=C/c2ccccc2)C(=O)NC2CCCC2)cc1 (stereo not given)
 : -3, -2, -1, i, 3, i, 41, 8, 7
> COc1cc(CNc2nc3ccccc3[nH]2)cc(OC)c1OC
 : 2, 4, 10, i, -26, i, -11, 8, -1
> O=[N+]([O-])c1ccc2oc(/C=C/c3ccc(O)cc3)nc2c1
 : 1, 3, 0, i, 4, i, 12, 2, 16

Compound activity from PubChem BioAssay.
